EPAC2 ag – activates human EPAC2 exchange factor; 0.079% of 360,000 active; Q8WZA2; Potency, µM (top dose mostly 154 µM), for inactives: at the top dose activation, usual class: activators; EPAC2 activation, biochemical qHTS; response scale: 100% = 6.5 mM cAMP response; AID 720711; also: potency is read from the fitted curve at half-maximal effect; nearly all actives have a fitted effect of over 50% in size
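Setup: EPAC2 100 nM, labeled Rap1B complex 250 nM, free GDP 50 uM. Compound titrations pinned in, brief spin, 5 min room temperature incubation. Kinetic fluorescence read over 30 min, normalized to 6.5 mM cAMP.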
CCT modulator – changes cytosolic chaperonin activity; purified chaperonin ATPase assay, HTRF ADP detection, 30 min; 0.3% of 360,000 active; activity change, % (concentration not given with the values), hits read low; in the data active = activity change below about -30%; also: % is scaled to controls: 0 for no effect and ±100 for the full control effect
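First, chaperonin was dispensed at 40 nM or 20 nM final depending on batch activity. Next, compounds were pinned at 76 uM and ATP added at 10 uM. After 30 min at 37 °C, ADP detection reagents ran 30 min at ambient temperature.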
DRD3 agonist – D3 dopamine receptor (human) agonism | P35462 | D3R DiscoveRx beta-arrestin cells, luminescence, 90 min | max activation, % | 0.58% of 410,000 active | AID 652048; in the data active = max activation above about 30%; also: 0% is about no effect; mostly tested at two doses, the higher about 12 µM
Target sequence (P35462 whole entry, looked up): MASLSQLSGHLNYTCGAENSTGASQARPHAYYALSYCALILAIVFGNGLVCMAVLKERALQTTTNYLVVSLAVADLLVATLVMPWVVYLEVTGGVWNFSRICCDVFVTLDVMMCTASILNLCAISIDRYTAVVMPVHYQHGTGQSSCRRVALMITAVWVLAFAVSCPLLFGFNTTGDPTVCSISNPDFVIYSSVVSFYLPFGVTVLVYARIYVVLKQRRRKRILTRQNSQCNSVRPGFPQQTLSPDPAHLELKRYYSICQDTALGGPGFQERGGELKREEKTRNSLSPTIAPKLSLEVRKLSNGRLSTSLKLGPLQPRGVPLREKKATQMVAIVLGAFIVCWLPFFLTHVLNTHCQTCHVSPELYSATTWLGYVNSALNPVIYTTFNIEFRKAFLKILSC
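Cells at 1500/well, incubated overnight, then treated with pinned compounds (dopamine as control) for 90 min at 37 degrees C. DiscoveRx reagent added for 30 - 60 minutes at room temperature; luminescence read.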
Akt phos inh – inhibitors of Akt phosphorylation. Neuro2A IGF-stimulated pAkt S473 HTRF, 20 min; stronger effect = lower value. activity change, % for hits at 50 µM. 0.32% of 360,000 active; in the data active = activity change below about -80%; inconclusive = mostly about -51% to -80%; also: % is scaled to controls: 0 for no effect and ±100 for the full control effect
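Single-point screen (50 µM final compound) in Neuro2A cells stimulated 20 min with 6 nM IGF at 37 deg C. After lysis, Ser473-phosphorylated Akt read by HTRF (ex 330 nm, em 615/665 nm) as the 665/615 ratio.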
DRD3 antagonist – antagonists of human D3 dopamine receptor | 2.5% of 360,000 active | D3R cells, DiscoveRx beta-arrestin luminescence, antagonist mode; stronger effect = lower value | P35462 | max response, negative = inhibition, %; in the data active = max response below about -50%; inconclusive = no clear call, values can overlap the other calls; also: % is scaled to controls: 0 for no effect and ±100 for the full control effect; mostly tested at two doses, the higher about 12 µM
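Cells plated overnight at 1500 cells/well, then exposed to library compounds with dopamine controls for 90 minutes at 37 degrees C. DiscoveRx reagent added for 30–60 minutes at room temperature; luminescence read, quantitative HTS format.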
PTHR1 ag – agonists of human PTHR1 parathyroid hormone receptor; Q03431; HEK293 GP2 PTHR1 cells, GloSensor cAMP luminescence, 1 h; Potency, µM (series often up to 115 µM), for the others: at the highest dose activation, actives largely listed as activators; 0.075% of 410,000 active; AID 743266; also: potency is read from the fitted curve at half-maximal effect; nearly all actives have a fitted effect of over 55% in size; some results filed as inactive show a strong effect at the top dose; inactives centre near -15; many of its hits are not listed in these tables
Target sequence (Q03431 whole entry, looked up): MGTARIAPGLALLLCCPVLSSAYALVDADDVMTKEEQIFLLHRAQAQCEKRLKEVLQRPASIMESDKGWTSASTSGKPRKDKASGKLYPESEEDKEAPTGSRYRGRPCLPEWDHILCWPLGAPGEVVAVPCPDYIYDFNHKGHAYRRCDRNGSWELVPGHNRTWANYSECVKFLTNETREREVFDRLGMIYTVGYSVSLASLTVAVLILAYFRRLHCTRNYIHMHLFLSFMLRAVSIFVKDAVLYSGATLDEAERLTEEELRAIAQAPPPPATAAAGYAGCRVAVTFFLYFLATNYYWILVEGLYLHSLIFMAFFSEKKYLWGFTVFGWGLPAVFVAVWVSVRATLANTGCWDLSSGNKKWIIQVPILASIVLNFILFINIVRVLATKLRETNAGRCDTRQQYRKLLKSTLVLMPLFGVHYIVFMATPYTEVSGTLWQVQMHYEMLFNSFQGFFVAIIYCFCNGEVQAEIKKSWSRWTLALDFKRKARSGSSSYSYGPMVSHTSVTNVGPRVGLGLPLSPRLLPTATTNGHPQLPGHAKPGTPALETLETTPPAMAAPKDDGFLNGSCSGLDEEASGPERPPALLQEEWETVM
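HEK-293-derived GP2 cells expressing PTHR1 and a GloSensor cAMP reporter, 3,000/well, plated overnight, given luciferin plus IBMX (each 0.5 mM as added) for 1 h at 37 °C, then compound for 1 h at 37 °C. Luminescence was read after 15 min at room temperature.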
EPAC2 antagonist – antagonists of human EPAC2. AID 720708. 0.18% of 360,000 active. EPAC2 GEF exchange of Rap1B-BODIPY-GDP, fluorescence. Potency, µM (top dose mostly 114 µM), for inactives: top-dose activity, negative = inhibition, actives largely listed as inhibitors. Q8WZA2; also: potency is read from the fitted curve at half-maximal effect; % is scaled to controls: 0 for no effect and ±100 for the full control effect; nearly all actives have a fitted effect of over 45% in size; many of its hits are not listed in these tables
Mm-Cpn inhibitor – inhibitors of Methanococcus maripaludis chaperonin (MmCpn); purified Mm-Cpn ATPase, ADP Transcreener TR-FRET; Potency, µM (top dose mostly 76.9 µM), inactives show at the highest dose activity, negative = inhibition, hits mostly inhibitors; 0.031% of 330,000 active; AID 504842; also: potency is read from the fitted curve at half-maximal effect; % is scaled to controls: 0 for no effect and ±100 for the full control effect; nearly all actives have a fitted effect of over 80% in size
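ATP (10 uM final) was added to archaeal chaperonin (25 nM final) after 10 min exposure to test compound at 37°C; after 30 min further incubation, ADP was detected by competitive TR-FRET.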
The depositor's hits bear a star; i = inactive; ? = inconclusive; . = no result given; [ ] = another dose, or the depositor's remark. Unless noted, calls follow the shape of the dose curve; as a rule, active = well fitted curve in the direction sought with a large enough effect; inconclusive = small, poorly fitted or top-dose-only effect, or another doubt; inactive = no such curve, though single readings can be large; an effect the other way counts as inactive or inconclusive. Only part of the results is shown; rates above refer to the full screens.

Structure	EPAC2 ag	CCT modulator	DRD3 agonist	Akt phos inh	DRD3 antagonist	PTHR1 ag	EPAC2 antagonist	Mm-Cpn inhibitor
O=C(CSc1nnc(COc2ccc(Cl)cc2Cl)o1)Nc1ccccn1	10%	-1.3	-7	i	1	i	-11%	1%
COc1ccc(CCN(C)C(=O)c2ccc(S(=O)(=O)NCc3ccco3)cc2)cc1OC	7%	1.0	2	i	2	i	14%	1%
Cc1cccc(Sc2ccc([N+](=O)[O-])cn2)c1	11%	-0.2	1	i	-5	-66%[inhibitor]	?	0%
COc1ccc(N2CC(C(=O)Nc3nnc(SCC(=O)Nc4ccc(NC(C)=O)cc4)s3)CC2=O)cc1 (stereo not given)	-2%	1.3	1	i	-1	-10%	-4%	.
COc1ccccc1NC(=O)Nc1ncccc1C	5%	2.1	1	i	1	i	11%	1%
COc1ccc2cc3cc(C(=O)N4CCN(c5ccccc5)CC4)oc3nc2c1	1%	1.2	0	i	11	-14%[57.5 µM]	-9%	1%
O=C(CN1c2cccc3cccc(c23)S1(=O)=O)NCCc1ccccc1	-6%	1.4	3	i	-20	-29%	-20%	0%
COc1ccc(C(=O)NNC(=O)C2CCCN(C3CC(=O)N(c4ccccc4)C3=O)C2)cc1 (stereo not given)	6%	1.3	1	i	16	-27%	6%	3%
O=C(O)C1CC(O)CN1C(=O)c1ccco1 (stereo not given)	-7%	-2.1	0	i	-11	i	-5%	-2%
CCOC(=O)N1CCC(NS(=O)(=O)c2ccc3c(c2)OCC(=O)N3)CC1	7%	1.2	0	i	-1	i	-4%	-2%
Cc1ccsc1C(=O)NNC(=O)C1CC=CCC1C(=O)O (stereo not given)	0%	0.7	-1	i	3	-4%	8%	2%
CC(C)C(=O)NCCc1nc(-c2ccccc2)no1	4%	0.2	-2	i	-4	i	16%	.
N/C(=N\OC(=O)Cc1ccc([N+](=O)[O-])cc1)c1ccccn1	16%	-0.1	6	i	-6	-32%[inhibitor]	0%	-4%
CCOc1ccc2[nH]cc(C(=O)N3CCN(CC)CC3)c(=O)c2c1	-3%	2.3	1	i	16	i	5%	-1%
CCOc1ccc(N(CC(=O)Nc2ccc(CC)cc2)S(=O)(=O)c2c(C)[nH]c(=O)[nH]c2=O)cc1	-8%	-3.3	1	i	-3	i	-17%	1%
CC(=O)c1ccc(N2CCN(C(=O)c3cccc(Oc4ccccc4)c3)CC2)cc1	9%	-7.9	-9	i	3	-38%[inhibitor]	?	1%
CC(=O)Nc1ccc(NC(=O)COc2ccc(S(=O)(=O)N3CCCC3)cc2C)cc1	3%	-2.3	4	i	8	i	10%	-4%
CCC(=O)Nc1c(C)nn(C(=O)CC)c1C	-12%	-2.2	3	i	-15	-9%[57.5 µM]	4%	-1%
NC1=NC[C@H](Cc2ccc(O)cc2)N1CCc1cccc2ccccc12	3%	-1.0	6	i	31	0%	6%	1%
COCCN=C1Sc2nc3cc4c(cc3cc2CN1CC1CCCO1)OCO4 (stereo not given)	14%	-0.7	2	i	-14	-2%	-3%	-7%
CCOc1ccc(C(=O)NCc2ccc3c(c2)OCO3)cc1OCC	7%	0.2	-23	i	-25	-10%	6%	1%
Cc1cccc(OCC(=O)Nc2ccc3c(C)cc(=O)oc3c2)c1	2%	0.7	3	i	10	i	-11%	0%
CCOc1ccc(N(CC(=O)Nc2ccccc2C(=O)N2CCOCC2)S(=O)(=O)c2ccc(F)cc2)cc1	-1%	-1.1	4	i	3	4%	1%	2%
O=C(COC(=O)Cc1ccc(Br)cc1)NC1CCCC1	11%	0.7	-5	i	6	i	4%	2%
CNc1ncnc2c1ncn2[C@H]1CN(Cc2ccc3c(c2)OCO3)C[C@@H](CO)O1	5%	2.2	-11	i	1	i	18%	.
COc1ccccc1C(=O)Oc1cc(N)n(S(=O)(=O)c2ccc(C)cc2)n1	12%	-8.5	-1	i	-23	-3%[57.5 µM]	-17%	0%
CCSc1nnc(Cc2cc(=O)[nH]c(=O)[nH]2)n1-c1cccc(C)c1	11%	-2.4	0	i	-1	i	8%	4%
O=C(O)/C=C/c1cccc2c1OCCO2	16%	-0.7	-2	i	-12	-3%	9%	-2%
COc1ccc(N(CC(=O)NC(C)(C)C)S(=O)(=O)c2ccccc2)cc1OC	6%	0.1	0	.	10	-9%[57.5 µM]	-6%	2%
O=C(NNC(=S)Nc1ccc(Cl)cc1)c1ccccc1	8%	-3.6	-11	i	?	-53%[inhibitor]	3%	-4%
Cc1cccc(C)c1-n1c(C)cc(/C=N\Nc2ccc([N+](=O)[O-])cn2)c1C	4µM*	0.5	-13	.	?	-11%[57.5 µM]	-2%	0%
Cc1ccc(NC(=O)CN(C)C(=O)c2cccc(S(=O)(=O)NCc3ccccc3)c2)cc1	-2%	-0.5	1	i	-3	i	3%	0%
CCCCN(CCCC)NC(=O)c1ccccc1	4%	-0.5	-1	i	0	i	-3%	-21%
Cc1ccc(S(=O)(=O)N(c2cccc(C)c2)C2CCS(=O)(=O)C2)cc1 (stereo not given)	0%	-3.0	3	i	27	i	12%[57.1 µM]	1%
CCOC(=O)c1c(C)[nH]c(-c2csc(C)n2)c1C	7%	-2.0	0	i	7	-7%	6%	-2%
COc1ccc(OC)c(S(=O)(=O)NCc2ccccc2)c1	12%	-2.5	2	i	-15	-3%[57.5 µM]	3%	0%
CC(C)C(=O)N1CCC(n2nccc2NC(=O)CCOc2ccccc2)CC1	7%	-2.5	-3	i	-4	i	1%	-1%
CC1(C)Cc2c(cnn2-c2ccccc2)C(NC(=O)c2ccc[n+]([O-])c2)C1 (stereo not given)	10%	0.9	-2	i	4	-24%	24%	1%
COC(=O)c1ccc(CO/N=C/c2cccc([N+](=O)[O-])c2)cc1	-2%	0.4	5	i	6	i	-5%	-1%
O=C(NCc1ccc(F)cc1)N1CCc2ccccc2C1	0%	-2.3	18	i	4	-4%	8%	0%
Cc1ccc(SCc2nc(-c3ccccn3)no2)cc1	-12%	2.4	3	i	13	-27%	-3%	0%
Cc1nc(N=C(N)N)nc2ccccc12	7%	0.7	-3	i	-5	i	-12%	0%
O=C(Nc1nc2n(n1)C(c1ccccc1)C=C(c1ccccc1)N2)c1ccco1 (stereo not given)	3%	0.5	2	i	15	-3%[57.5 µM]	4%	-1%
CCCCn1cnc2c1c(=O)n(CC(=O)c1cc(C)n(C)c1C)c(=O)n2CC(C)C	9%	-2.6	5	i	6	i	-7%	1%
CCc1ccc(CN(C)C(=O)C2CCC(=O)N(Cc3ccccn3)C2)cc1 (stereo not given)	-2%	0.8	2	i	4	?	-7%	4%
Cc1csc2c(N3CCN(C(=O)c4ccc(C(C)(C)C)cc4)CC3)ncnc12	5%	-3.9	14	i	29	-41%[inhibitor]	-25%	0%
CCC(C)(C)NC(=O)CN(Cc1ccc2c(c1)OCO2)C(=O)CCC(=O)Nc1nccs1	1%	1.5	8	i	5	-25%	-1%	1%
COCCN1C(=O)C(=O)/C(=C(/O)c2ccc(S(=O)(=O)N3CCOCC3)cc2)C1c1cccc(OC)c1 (stereo not given)	5%	-3.9	1	i	-9	-19%	-12%	1%
COc1ccccc1Nc1nnc(SC(C)C(=O)NC2CC2)s1 (stereo not given)	9%	-1.7	-8	i	-9	22%	-5%	1%
C=CCN1CN=C(NS(=O)(=O)c2ccc(NC(C)=O)cc2)NC1	7%	-0.6	-2	i	6	i	0%[57.1 µM]	-9%
O=C(COC(=O)c1ccc(-n2cnnn2)cc1)c1ccc(Br)cc1	-1%	-11	7	i	37	-13%	0%	-8%
CCc1nnc(NC(=O)c2ccc(S(C)(=O)=O)cc2)s1	1%	-1.6	1	i	-5	-18%	3%	0%
O=C(Nc1sc2c(c1C(=O)c1ccc(Cl)cc1)CCCC2)c1cccnc1	6%	-0.4	0	i	-9	-1%[57.5 µM]	0%	-6%
COCc1ccc(C(=O)N2CCCC(Nc3ccc(C(C)C)cc3)C2)o1 (stereo not given)	-4%	-1.8	5	i	24	-38%[inhibitor]	5%	0%
O=C(COC(=O)C1CC2CCCC(C1)C2=O)Nc1ccc(Cl)cn1 (stereo not given)	-2%	2.0	-10	i	8	i	0%	?
O=C(Nc1cccc(C(=O)O)c1)/C(=C\c1ccccc1)NC(=O)c1ccccc1Cl	6%	1.2	-6	i	4	-13%	1%	2%
NS(=O)(=O)c1ccc(Oc2ccc(S(N)(=O)=O)cc2)cc1	-5%	-0.3	5	i	-9	-9%	9%	2%
COCc1cc(C)nc(OCC(=O)N/N=C\c2cc(C)n(-c3cccc(C(F)(F)F)c3)c2C)c1C#N	-27%	2.5	-2	i	38	i	-13%	1%
O=S(=O)(c1ccc(Br)cc1)N1CCN=C1SCc1cccc(F)c1	7%	-0.3	-6	i	3	-11%	-24%	-9%
Nn1c(=O)[nH]c2ccccc2c1=O	4%	1.7	25	i	3	-17%	3%	-2%

Among those listed so far, these have a tert-butyl group:
Structure	EPAC2 ag	CCT modulator	DRD3 agonist	Akt phos inh	DRD3 antagonist	PTHR1 ag	EPAC2 antagonist	Mm-Cpn inhibitor
COc1ccc(N(CC(=O)NC(C)(C)C)S(=O)(=O)c2ccccc2)cc1OC	6%	0.1	0	.	10	-9%[57.5 µM]	-6%	2%
Cc1csc2c(N3CCN(C(=O)c4ccc(C(C)(C)C)cc4)CC3)ncnc12	5%	-3.9	14	i	29	-41%[inhibitor]	-25%	0%

New compounds follow
Structure	EPAC2 ag	CCT modulator	DRD3 agonist	Akt phos inh	DRD3 antagonist	PTHR1 ag	EPAC2 antagonist	Mm-Cpn inhibitor
COc1cccc(-c2nnc(NC(C)=O)o2)c1	4%	-1.9	-6	i	?	-15%	3%	-1%
CCCCNC(=S)N/N=C/c1sccc1C	16%	0.4	-13	i	3	-2%	2%	-5%
CCN(CCO)Cc1csc2cc(C)ccc12	2%	-2.0	-38	i	-6	-17%	9%	1%
Cc1c(NC(=O)CN2C(=O)NC(CCc3ccccc3)C2=O)c(=O)n(-c2ccccc2)n1C (stereo not given)	-3%	-3.5	-1	i	9	i	7%	-2%
CCC(C)(NC(=O)c1ccccn1)C(=O)NC1CCCC1 (stereo not given)	0%	-0.4	1	i	0	i	16%	2%

Bioassay records from PubChem BioAssay.
